Screening data as filed in PubChem BioAssay.
Pf gamet viab: inhibitors of late stage P. falciparum gametocyte viability; P. falciparum stage V gametocytes, ATP luminescence, 24 h; inhibition, % at 10.9 µM; 150,000 tested, 0.065% active; AID 743093;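 active = inhibition above the mean plus 3 SD of compounds within the control limits, set per campaign, cut at about 38% in these data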;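 note: 0% = DMSO wells and 100% = medium only without gametocytes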
Avidin fluor: avidin bead compound fluorescence profile; Avidin beads, compound fluorescence 488/530 nm, flow cytometry; active compounds read high; fluorescence (KMESF) at 10 µM; 220,000 tested, 0.38% active; AID 1775; in the data active = fluorescence above about 47; note: inactives centre near 10
Mcl1 Noxa PPI: disrupts binding of human Mcl-1 to Noxa peptide; inhibition, % at 21.7 µM; AID 1022; 220,000 tested, 1.5% active; TR-FRET Mcl-1/Noxa peptide binding, 2 h;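 active = compounds that cut the protein-peptide binding signal by more than 50% relative to plate controls in a single-dose test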;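 note: His-tagged Mcl-1 with rhodamine Noxa BH3 peptide and terbium anti-His antibody; 0% = Mcl-1 plus Noxa peptide wells and 100% = peptide-only wells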
Target sequence (Q07820 whole entry, looked up): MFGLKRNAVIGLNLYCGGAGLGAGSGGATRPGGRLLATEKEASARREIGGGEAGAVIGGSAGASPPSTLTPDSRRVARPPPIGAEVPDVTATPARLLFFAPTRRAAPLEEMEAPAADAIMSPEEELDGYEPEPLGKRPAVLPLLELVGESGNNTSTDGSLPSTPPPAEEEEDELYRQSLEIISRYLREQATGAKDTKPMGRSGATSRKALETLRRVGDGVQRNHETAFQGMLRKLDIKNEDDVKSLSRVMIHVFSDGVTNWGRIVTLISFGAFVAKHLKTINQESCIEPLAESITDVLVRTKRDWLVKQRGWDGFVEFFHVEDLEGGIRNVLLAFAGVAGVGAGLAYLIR
Mcl1 Bid PPI: disrupts binding of human Mcl-1 to Bid peptide; inhibition, % at 21.7 µM; AID 1021; 220,000 tested, 0.97% active; TR-FRET Mcl-1/Bid-Dy647 peptide binding, 1536-well; Q07820;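 active = compounds that cut the binding signal by more than half at the single screening dose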;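 note: His-tagged Mcl-1 with europium anti-His antibody binding Bid BH3 peptide; 0% = Mcl-1 plus peptide wells and 100% = peptide-only wells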
* hit, by the source's call. This is a subset. The share of hits here may be higher or lower than overall.

Structure | Mcl1 Noxa PPI | Avidin fluor | Pf gamet viab | Mcl1 Bid PPI
O=C(CNC(=O)c1ccc2c(c1)OCCO2)N/N=C/c1ccco1 | -8 | 8 | -25 | -23
COc1cc(OC)c2ccc(=O)oc2c1C(CCN1CCN(c2ccccc2)CC1)c1ccc(N(C)C)cc1 (stereo unspecified) | 5 | 8 | 9 | -135
CSc1ccccc1NC(=O)CNCCCN1CCOCC1 | 39 | 11 | 22 | 89*
CN1CCN(NC(=O)c2cccc(C(F)(F)F)c2)CC1 | -15 | 9 | 8 | -8
O=C(NN1C(=O)C2C3C=CC(C4CC34)C2C1=O)c1cccc(Br)c1 (stereo unspecified) | -1 | 6 | -4 | -8
CCCCn1cc2c(c1-c1cccc(C)c1)c(=O)n(C)c(=O)n2C | 3 | 6 | 4 | -35
Cc1cc(C(=O)NNc2ccc(F)cc2)no1 | 13 | 7 | 9 | -23
C/C(=N\NC(=O)c1cc2ccccc2cc1O)c1cc2ccccc2o1 | 10 | 3 | 2 | -32
C=C(C)C(=O)Nc1cccc(C2=NOC3(C2)C[C@H](C(N)=O)N(C(=O)c2ccccc2)C3)c1 (stereo partly specified) | 61* | 8 | 20 | -70
CN(C)c1cccc2c1c(NC(=O)Nc1ccc(Cl)cc1Cl)nn2C | 13 | 2 | -7 | -3
Nc1nc2nonc2nc1N | 25 | 4 | 6 | -6
COc1ccc2oc(C(=O)OC/C(O)=C(\C#N)c3nc4ccccc4[nH]3)c(C)c2c1 | 24 | 14 | 5 | -9

Next section.
Structure | Mcl1 Noxa PPI | Avidin fluor | Pf gamet viab | Mcl1 Bid PPI
Cc1nc(N)ncc1Sc1ccccc1 | -15 | 5 | -11 | -1
O=C(N/N=C/c1cc(O)ccc1[N+](=O)[O-])c1ccc2c(c1)OCCO2 | -1 | 4 | -2 | -31
CN(C)C=Nc1nonc1-c1ccc(Cl)cc1 | 29 | 7 | 7 | 18
NS(=O)(=O)c1ccc(CNC(=O)c2cc(-c3cccs3)nc3ccccc23)cc1 | -10 | 8 | 11 | -64
CCOC(=O)C1=NN(c2ccc(Cl)cc2)/C(=C/C2=NCCc3cc(OC)c(OC)cc32)S1 | 1 | 6 | -12 | -5
CCN1C/C(=C/c2sccc2C)c2nc3ccccc3c(C(=O)O)c2C1 | 18 | 8 | -8 | -14
COc1ccc(CCNc2nc(-c3ccccn3)cs2)cc1OC | -82 | 7 | 9 | -73
O=C1COc2ccc(C(=O)COC(=O)/C=C/c3cccc(F)c3)cc2N1 | 8 | 7 | 24 | 3
Cc1nc(-c2c(C(=O)NNC(=O)Nc3c(C)cccc3C)noc2C)cs1 | 6 | 6 | 29 | -7
Cc1ccc(Cl)c(OCCCN(C)Cc2ccccc2)c1 | 18 | 23 | -46 | 77*
CCOc1ccc2nc(NCCCNC(=O)c3cc(OC)c(OC)c(OC)c3)c(C#N)cc2c1 | 1 | 8 | 9 | -20
OC(CNC1CCCC1)COCCOc1ccc(Br)cc1 (stereo unspecified) | 17 | 12 | -2 | -10

Six records drawn at random from the list so far:
Structure | Mcl1 Noxa PPI | Avidin fluor | Pf gamet viab | Mcl1 Bid PPI
O=C(N/N=C/c1cc(O)ccc1[N+](=O)[O-])c1ccc2c(c1)OCCO2 | -1 | 4 | -2 | -31
Cc1nc(-c2c(C(=O)NNC(=O)Nc3c(C)cccc3C)noc2C)cs1 | 6 | 6 | 29 | -7
Cc1ccc(Cl)c(OCCCN(C)Cc2ccccc2)c1 | 18 | 23 | -46 | 77*
CCOC(=O)C1=NN(c2ccc(Cl)cc2)/C(=C/C2=NCCc3cc(OC)c(OC)cc32)S1 | 1 | 6 | -12 | -5
O=C1COc2ccc(C(=O)COC(=O)/C=C/c3cccc(F)c3)cc2N1 | 8 | 7 | 24 | 3
CN(C)C=Nc1nonc1-c1ccc(Cl)cc1 | 29 | 7 | 7 | 18

(list continues)
Structure | Mcl1 Noxa PPI | Avidin fluor | Pf gamet viab | Mcl1 Bid PPI
COc1cccc(C(=O)NN2C(=S)N(c3ccccc3)C(=O)C2CC(N)=O)c1 (stereo unspecified) | -21 | 7 | -14 | -31
Cc1cc(C(=O)N/N=C/c2ccncc2)c(C)o1 | -32 | 6 | 2 | -40
Fc1ccc(N2CCN(Cc3cn[nH]c3-c3ccccc3)CC2)cc1 | 17 | 7 | 10 | 3
CC(=O)N(c1ccc(C)cc1)c1nc(C)cc(C)c1C#N | 11 | 8 | -15 | -20
Cc1cc(N/N=C/c2cccc(F)c2)nc(NCc2ccccc2)n1 | 15 | 4 | 3 | -4
CC(O)(c1ccccc1)C(c1ccccc1)C1CCCCN1 (stereo unspecified) | -6 | 12 | -10 | 18
CCCCc1ccc(S(=O)(=O)NC2CCS(=O)(=O)C2)cc1 (stereo unspecified) | 1 | 6 | -24 | -12
CCN(CC)CCC(c1cc(OC)c(OC)c(OC)c1)c1c(OC)cc(OC)c2c(C)cc(=O)oc12 (stereo unspecified) | 11 | 7 | 7 | -56
Cc1ccc(CC(=O)c2ccc(Cl)cc2)cc1 | -24 | 6 | 18 | -13
COc1ccc(Nc2nc3ccccc3c(=O)[nH]2)cc1 | 21 | 7 | 3 | -32
O=C(CN1CCOCC1)NN1CC(=O)N(c2ccc(Cl)cc2)CC1=O | 11 | 6 | 11 | -15
Cc1ccc(/C=C2\SC(=S)N(CC3CCCO3)C2=O)o1 (stereo unspecified) | 36 | 8 | 23 | -18

Remaining list, next part.
Structure | Mcl1 Noxa PPI | Avidin fluor | Pf gamet viab | Mcl1 Bid PPI
O=C(CN1CCN(Cc2ccc(Cl)cc2)CC1)N/N=C/c1cccs1 | 12 | 8 | 2 | -8
COc1ccc(COc2cccnc2N)cc1 | -4 | 5 | -4 | -7
Cc1ccc(Nc2cc(C)c3ccc(O)cc3n2)cc1C | 19 | 8 | -8 | -62
CCOC(=O)c1c(SC)[nH]c2c(Cl)cccc2c1=O | 33 | 6 | 9 | -12
Cn1c(=O)c2c(Nc3ccc(F)cc3)cc(=O)n(-c3ccccc3)c2n(C)c1=O | -2 | 6 | 7 | -15
CC(C)C(NS(=O)(=O)c1cccc(C(F)(F)F)c1)C(=O)O (stereo unspecified) | 7 | 5 | 13 | 17
Cc1cccc2c1-c1sc(C(=O)Nc3ccccc3N3CCN(C)CC3)cc1CO2 | 48 | 10 | 22 | -76
N#CCc1cc2ccc3cccc4ccc(c1)c2c34 | 16 | 8 | -5 | -3
Cc1cc(C)cc(NC(=O)N2c3ccccc3NC(=O)CC2C)c1 (stereo unspecified) | -2 | 7 | 3 | 2
CCOC(=O)/C(=N\Nc1ccccc1)P(=O)(c1ccccc1)c1ccccc1 | 1 | 9 | 3 | -5
O=C(O)[C@H](Cc1ccccc1)NC(=O)N1CCN(c2ccc(F)cc2)CC1 | 8 | 4 | 3 | -79
CCOC(=O)N1CCN(c2nc3ccccc3n3cnnc23)CC1 | -2 | 7 | -13 | -1

The results go on.
Structure | Mcl1 Noxa PPI | Avidin fluor | Pf gamet viab | Mcl1 Bid PPI
CC(C)CC1C2C(=O)N(c3ccccc3)C(=O)C2ON1c1ccccc1 (stereo unspecified) | 10 | 3 | 11 | -12
COc1ccc(C2CC3(O)NC(=O)C(C#N)(C3C)C2(C#N)C#N)cc1 (stereo unspecified) | -3 | 5 | 14 | -5
COc1cccc(F)c1C(C[N+](=O)[O-])c1c(N)n(C)c(=O)n(C)c1=O (stereo unspecified) | -11 | 8 | 10 | -16
O=C1CSC(c2cccnc2)N1c1ccccc1 (stereo unspecified) | 4 | 7 | -7 | 2
O=[N+]([O-])c1cnc2ccccn12 | -2 | 7 | 16 | -20
COc1ccc(CCNCC(=O)Nc2ccc(C)c(S(=O)(=O)N(C)C)c2)cc1OC | 23 | 6 | 22 | 7
Cc1ccc2nc(NCc3ccccc3)c(C=NCc3cccnc3)c(=O)n2c1 | 1 | 8 | -2 | 4
CCCc1cnc(N2CCN(S(C)(=O)=O)CC2)nc1 | -5 | 5 | -23 | -1
CCn1nc(C)c(CNCc2cn[nH]c2-c2cc3ccccc3o2)c1C | -5 | 5 | -2 | -17
CC(=Nc1ccccc1O)c1sc2ccccc2c1O | -24 | 7 | -21 | -64
O=C(COC(=O)c1ccc(NS(=O)(=O)c2cccs2)cc1O)NC1CCCCC1 | 13 | 5 | -12 | 11
CCCc1cc(=O)[nH]c(SCC(=O)c2c(C)[nH]c3ccccc23)n1 | 11 | 7 | 19 | 76*

(further entries)
Structure | Mcl1 Noxa PPI | Avidin fluor | Pf gamet viab | Mcl1 Bid PPI
COCCNC(=S)N1CCN(C)CC1 | 5 | 8 | 29 | 29
C=CCOc1c(/C=N\NC(N)=O)cccc1OC | 3 | 7 | 8 | -12
COc1ccc(-c2nnc(SCc3nc4ccccc4c(=O)[nH]3)o2)cc1 | 9 | 7 | 9 | 10
Cc1nc(-c2ccc(S(=O)(=O)Oc3ccc(Cl)cc3Cl)s2)cs1 | -7 | 5 | 3 | -10
O=C(CC(Nc1ccccc1)c1ccccc1)C1CC1 (stereo unspecified) | 20 | 7 | -20 | -42
S=C1NCN(CCc2ccccc2)CN1 | -9 | 8 | 19 | -54
CC(C)S(=O)(=O)C/C(N)=N/OC(=O)c1cc(Cl)cc(Cl)c1 | 2 | 8 | 11 | -6
NC1=NC[C@H](Cc2ccc(O)cc2)N1CC1CCCCC1 | 13 | 14 | 8 | -37
Cc1nc(N)sc1C(=O)N/N=C/c1ccc([N+](=O)[O-])cc1 | 49 | 7 | 6 | 13
O=C(NCc1ccc(F)cc1)C(Cc1ccccc1)n1cccc1 (stereo unspecified) | -1 | 8 | 8 | -150
CC12C(=O)N(c3ccccc3)C(=O)C1C(c1ccccc1)N1CCCN12 (stereo unspecified) | 0 | 7 | -9 | -33
COC(=O)c1ccc(S(=O)(=O)N2CCCCCC2)n1C | -12 | 8 | 6 | -15

Full records as entered above. Values in the order: Mcl1 Noxa PPI	Avidin fluor	Pf gamet viab	Mcl1 Bid PPI
O=C(NCc1ccc(F)cc1)C(Cc1ccccc1)n1cccc1 (stereo unspecified) across the screens: -1	8	8	-150
S=C1NCN(CCc2ccccc2)CN1 across the screens: -9	8	19	-54

Further results.
Structure | Mcl1 Noxa PPI | Avidin fluor | Pf gamet viab | Mcl1 Bid PPI
Cc1cc(C[n+]2ncsc2N)c2ncccc2c1 | -2 | 15 | 18 | -15
COc1ccc(C(C(=O)NC(C)(C)C)N(C(=O)Cn2nnc3ccccc32)c2ccc(C(C)=O)cc2)cc1O (stereo unspecified) | -11 | 10 | 9 | -62
Cn1nc(C(F)(F)F)c(-c2ccc(F)cc2)c1NC(=O)Nc1ccc(F)cc1 | -5 | 5 | -21 | -1
O=S(=O)(CC(O)COc1ccc(Br)cc1)c1ccccc1 (stereo unspecified) | -14 | 8 | 5 | -24
C/C(=N\NC(=O)c1n[nH]c2c1CCC2)c1cccs1 | 3 | 7 | 3 | -9
Cc1cc(C(=O)Nc2nnc(C(F)(F)F)s2)cs1 | 0 | 6 | -14 | -10
CCN1CCN(c2nc3c(C)cccn3c(=O)c2/C=C(\C#N)S(=O)(=O)c2ccc(Cl)cc2)CC1 | 32 | 7 | 6 | -6
O=C(CSc1nccc(-c2cccs2)n1)Nc1ccccc1 | 2 | 7 | -5 | -1
CC(C)c1ccc(-c2nc3ccccc3s2)cc1 | 16 | 9 | -15 | 17
CCCCc1c(C)nc2c(OC)cccc2c1SCC(=O)O | 1 | 3 | -39 | -4
Cc1cccc(C)c1NC(=S)N/N=C/c1ccccc1C(=O)O | -9 | 6 | -16 | -31
COc1ccc2[nH]c(C(=O)N3CCCN(Cc4ccc(F)cc4)CC3)cc2c1 | 22 | 7 | 23 | -12

Three structures out of the list, sorted by formula weight, descending.
Structure | Mcl1 Noxa PPI | Avidin fluor | Pf gamet viab | Mcl1 Bid PPI
O=S(=O)(CC(O)COc1ccc(Br)cc1)c1ccccc1 (stereo unspecified) | -14 | 8 | 5 | -24
Cc1cc(C(=O)Nc2nnc(C(F)(F)F)s2)cs1 | 0 | 6 | -14 | -10
CC(C)c1ccc(-c2nc3ccccc3s2)cc1 | 16 | 9 | -15 | 17

The list continues.
Structure | Mcl1 Noxa PPI | Avidin fluor | Pf gamet viab | Mcl1 Bid PPI
CCn1c2ccccc2c2cc(NC(=O)c3ccc(=O)oc3)ccc21 | 40 | 6 | -23 | 10
CN(C1CC(C)(C)NC(C)(C)C1)S(=O)(=O)CC12CCC(CC1=O)C2(C)C (stereo unspecified) | -4 | 8 | 5 | -15
O=C1NC(C(=O)O)=CC(c2ccc([N+](=O)[O-])cc2)N1 (stereo unspecified) | 13 | 5 | 5 | -21
Cc1ccsc1C1CC(=O)Nc2ccccc2S1 (stereo unspecified) | -5 | 6 | -8 | -10
O=S(=O)(O)c1cccc(N=Nc2c(O)ccc3ccccc23)c1 | 24 | 6 | -34 | -36
CC(=O)c1ccc(OCCOc2ccc(C#N)cc2)cc1 | 15 | 3 | 1 | -2
c1ccc(Cn2c(-c3ccccc3)c[n+]3c2SCCC3)cc1 | 22 | 12 | 16 | -8
O=c1cc(C(F)(F)F)nc(-c2ccccc2OC(F)(F)F)[nH]1 | 4 | 3 | -6 | -3
